Source: PubChem BioAssay
TDP2 inh – blocks human TDP2 phosphodiesterase activity. AID 720702. recombinant TDP2, T5PNP hydrolysis, p-nitrophenol absorbance 415 nm. inhibition, % at 12.8 µM. actives 0.34% (n = 370,000);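 active = inhibition above the mean of all tested compounds plus 3 SD, set per campaign, cut at about 25% in these data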;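 also: 0% = DMSO with enzyme and 100% = buffer with substrate but no TDP2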
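test system = human TDP2 enzyme | input = TDP2 enzyme at 120 nM final | medium = 50 mM Tris-HCl pH 7.5 with Mg2+, KCl, DTT, BSA | also added = T5PNP substrate, 5 mM | times = 2 h at 37 °C | technique = epi absorbance | benchmarks = high control without enzyme, low control DMSO plus TDP2 | replication = each compound tested once, singlicate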
PRMT1 inh – inhibitors of human PRMT1; Q99873; actives 1.3% (n = 370,000); inhibition, % at 2.79 µM; recombinant PRMT1, activity-based probe fluorescence polarization;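 active = inhibition above about 21% made by adding two undisclosed values, limit read from the data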
DDE Tn7 FP inh – inhibitors of Tn7 peptide binding to human fibrin DD(E). P02675. FP displacement of FITC-Tn7 peptide from fibrin DD(E); 0% = median of compound wells per plate. inhibition, % at 8.3 µM. actives 0.13% (n = 370,000). AID 720508;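 active = inhibition above the mean of compounds falling within the control limits plus 3 SD of them, cut at about 14% in these data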;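 also: 0% = plate median of compound wells and 100% = 10 µM Aha-Tn7 peptide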
Target sequence (P02675 whole entry, looked up): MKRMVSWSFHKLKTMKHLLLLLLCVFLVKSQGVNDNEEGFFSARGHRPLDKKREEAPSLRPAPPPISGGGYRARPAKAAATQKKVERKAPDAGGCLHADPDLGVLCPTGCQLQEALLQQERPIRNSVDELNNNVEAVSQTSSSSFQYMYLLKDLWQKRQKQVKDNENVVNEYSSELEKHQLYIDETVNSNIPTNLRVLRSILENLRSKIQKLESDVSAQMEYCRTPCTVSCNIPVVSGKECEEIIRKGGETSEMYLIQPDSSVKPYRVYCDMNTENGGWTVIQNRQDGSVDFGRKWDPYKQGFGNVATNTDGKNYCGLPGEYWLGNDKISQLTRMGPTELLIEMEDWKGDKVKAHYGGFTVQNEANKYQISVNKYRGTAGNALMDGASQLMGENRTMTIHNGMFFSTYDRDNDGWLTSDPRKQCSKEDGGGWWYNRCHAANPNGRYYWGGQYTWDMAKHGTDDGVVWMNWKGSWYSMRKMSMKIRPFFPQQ
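system = human fibrin DD(E) protein | quantity = DD(E) 2 µM final | medium = Tris/NaCl/CaCl2 buffer, pH 7.8 | also added = labelled Tn7 tracer, 0.1 µM | compound dosing = single point at 8.3 µM | timing = compound with protein 10 min, then 3 h after probe, room temperature | signal = FP measurement | benchmarks = Aha-Tn7 high control | repeats = one replicate per compound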
LEDGF integ inh – blocks HIV-1 LEDGF/p75-dependent DNA integration. TR-FRET IN-LEDGF/p75 DNA integration, Eu/Cy5. inhibition, % at 3.7 µM. actives 0.64% (n = 370,000);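 active = inhibition above the screen-wide mean plus 3 SD, cut at about 13% in these data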;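 also: signal is the Cy5 over europium emission ratio at 671 and 618 nm; 0% = plate median of compound wells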
SIAE inh – blocks human sialic acid acetylesterase; actives 0.69% (n = 370,000); AID 1053197; inhibition, % at 9.66 µM; SIAE FP-Rh probe binding, fluorescence polarization;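 active = inhibition above a cutoff: mean of compounds within the control limits plus 3 SD of those, cut at about 17% in these data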;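 also: 0% = plate median of compound wells and 100% = probe without SIAE protein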
MBD2 inh – MBD2-methylated oligo binding inhibition | Q9UBB5 | TR-FRET, MBD2 binding to methylated oligonucleotide | inhibition, % at 4.4 µM | actives 0.31% (n = 370,000) | AID 686964; in the data active = inhibition above about 13%
TCR CD3 inh – human TCR-CD3 binding inhibition; TAMRA-labeled TCR probe fluorescence, biochemical; inhibition, % at 9.4 µM; actives 0.37% (n = 360,000); in the data active = inhibition above about 19%;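 also: recombinant mutant TCR 2C K166C tagged with TAMRA read by polarization; 0% = receptor in buffer alone and 100% = receptor with positive control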
UHRF1 binding – blocks human UHRF1 binding to methylated DNA; Q96T88; UHRF1 binding to methylated oligo, TR-FRET; inhibition, % at 4.4 µM; actives 0.75% (n = 370,000); in the data active = inhibition above about 21%;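 also: UHRF1 SRA domain binding a hemimethylated CpG hairpin DNA probe; 0% = median of test compound wells and 100% = reference inhibitor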
proKLK7 act – proKLK7 (human) activation, primary screen. P49862. AID 652039. actives 0.9% (n = 370,000). purified proKLK7, EDANS-DABCYL substrate fluorescence; 100% is mature enzyme control, 0% vehicle. activation, % at 7 µM;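 active = activation above the mean of all tested compounds plus 3 SD, computed per campaign excluding outliers beyond control limits, cut at about 13% in these data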
Target sequence (P49862 whole entry, looked up): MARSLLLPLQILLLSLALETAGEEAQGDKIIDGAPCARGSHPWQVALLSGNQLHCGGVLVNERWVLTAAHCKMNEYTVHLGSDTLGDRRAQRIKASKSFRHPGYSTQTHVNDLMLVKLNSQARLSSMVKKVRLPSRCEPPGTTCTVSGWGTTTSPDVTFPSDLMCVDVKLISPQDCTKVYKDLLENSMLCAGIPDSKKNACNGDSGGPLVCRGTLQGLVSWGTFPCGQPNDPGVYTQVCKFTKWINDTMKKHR
Tn6 DDE FP – disrupts Tn6 cyclic peptide binding to fibrin D-Dimer-E complex; P02675; Fibrin DD(E) TRITC-Tn6 fluorescence polarization displacement; inhibition, % at 8.3 µM; actives 0.21% (n = 370,000); AID 720509;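 active = inhibition above a per-campaign cutoff: mean of compounds within control limits plus 3 SD, cut at about 15% in these data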;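 also: 0% = median of all compound wells on the plate and 100% = blocking peptide control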
* marks the source's active call; other numbers are inactive results.

For COc1ccc(-c2cc(-c3ccc(C)cc3)nc(SCc3nnc(-c4ccccc4)o3)c2C#N)cc1OC the results were TDP2 inh 2, PRMT1 inh -3, DDE Tn7 FP inh -3, LEDGF integ inh 0, SIAE inh 5, MBD2 inh -4, TCR CD3 inh 1, UHRF1 binding -1, proKLK7 act -0.8 and Tn6 DDE FP -3.
`Cc1ccc(NC(=O)Nc2cnccn2)cc1Cl` gave TDP2 inh -7, PRMT1 inh -1, DDE Tn7 FP inh -5, LEDGF integ inh -2, SIAE inh -10, MBD2 inh 2, TCR CD3 inh 3, UHRF1 binding -2, proKLK7 act 0.0 and Tn6 DDE FP -2.
For O=C(CSC1=NS(=O)(=O)c2cc(F)ccc2N1)Nc1ccccc1 the results were TDP2 inh -12, PRMT1 inh -7, DDE Tn7 FP inh -10, LEDGF integ inh 4, SIAE inh -7, MBD2 inh 0, TCR CD3 inh -4, UHRF1 binding 0, proKLK7 act -0.1 and Tn6 DDE FP 5.
For CC1CCN(C(=O)CSc2nncn2-c2ccccn2)CC1 the results were TDP2 inh -4, PRMT1 inh 2, DDE Tn7 FP inh -6, LEDGF integ inh 0, SIAE inh 2, MBD2 inh -2, TCR CD3 inh 4, UHRF1 binding 2, proKLK7 act 0.4 and Tn6 DDE FP -3.
`COc1ccc(C=C2CCC3C(CCCC34OCCO4)C2=O)cc1` (configuration not stated) gave TDP2 inh -3, PRMT1 inh 3, DDE Tn7 FP inh -5, LEDGF integ inh -1, SIAE inh -2, MBD2 inh 5, TCR CD3 inh -2, UHRF1 binding 0, proKLK7 act -1.0 and Tn6 DDE FP 3.
Oc1ccc(/C=N/n2cc(-c3ccccc3)[nH]c2=S)cc1 was read as TDP2 inh -5, PRMT1 inh 44*, DDE Tn7 FP inh -1, LEDGF integ inh 1, SIAE inh -5, MBD2 inh 1, TCR CD3 inh 1, UHRF1 binding -2, proKLK7 act -1.0 and Tn6 DDE FP -8.
Screening C/C(=N\NC(=O)c1ccc2c(c1)OCO2)c1ccc(NS(C)(=O)=O)cc1 returned TDP2 inh -12, PRMT1 inh 0, DDE Tn7 FP inh 2, LEDGF integ inh 0, SIAE inh -5, MBD2 inh 1, TCR CD3 inh -4, UHRF1 binding 4, proKLK7 act -0.1 and Tn6 DDE FP -10.
Screening Cc1ccccc1NC(=O)N1CCCC1C(=O)NCc1ccccc1 (configuration not stated) returned TDP2 inh 11, PRMT1 inh 1, DDE Tn7 FP inh 2, LEDGF integ inh -4, SIAE inh 0, MBD2 inh -3, TCR CD3 inh -9, UHRF1 binding 4, proKLK7 act 0.7 and Tn6 DDE FP 0.
`O=C(CCc1nc(-c2ccccc2)no1)NCc1ccccc1CN1CCOCC1` gave TDP2 inh -8, PRMT1 inh 4, DDE Tn7 FP inh 6, LEDGF integ inh -7, SIAE inh -2, MBD2 inh 9, TCR CD3 inh -1, UHRF1 binding 7, proKLK7 act -0.3 and Tn6 DDE FP -7.
Cc1ccc(/C=C/C(=O)OCC(=O)NCc2cccs2)o1 was read as TDP2 inh -2, PRMT1 inh 16, DDE Tn7 FP inh -10, LEDGF integ inh 6, SIAE inh 9, MBD2 inh 2, TCR CD3 inh 1, UHRF1 binding 0, proKLK7 act 0.2 and Tn6 DDE FP 5.
Screening Cc1cc(NC(=O)c2cnn3cccnc23)nn1CC(=O)Nc1cccnc1 returned TDP2 inh 10, PRMT1 inh -1, DDE Tn7 FP inh -3, LEDGF integ inh -1, SIAE inh 0, MBD2 inh -4, TCR CD3 inh 8, UHRF1 binding 3, proKLK7 act -0.1 and Tn6 DDE FP 3.
Screening CCOc1c(OC)ccc2c3c(c(=O)oc12)CCCC3 returned TDP2 inh -16, PRMT1 inh -1, DDE Tn7 FP inh 2, LEDGF integ inh 2, SIAE inh 2, MBD2 inh 4, TCR CD3 inh 0, UHRF1 binding -2, proKLK7 act 3.0 and Tn6 DDE FP 10.

Quoted at random: 2 compounds from above
Screening C/C(=N\NC(=O)c1ccc2c(c1)OCO2)c1ccc(NS(C)(=O)=O)cc1 returned TDP2 inh -12, PRMT1 inh 0, DDE Tn7 FP inh 2, LEDGF integ inh 0, SIAE inh -5, MBD2 inh 1, TCR CD3 inh -4, UHRF1 binding 4, proKLK7 act -0.1 and Tn6 DDE FP -10.
Screening Cc1cc(NC(=O)c2cnn3cccnc23)nn1CC(=O)Nc1cccnc1 returned TDP2 inh 10, PRMT1 inh -1, DDE Tn7 FP inh -3, LEDGF integ inh -1, SIAE inh 0, MBD2 inh -4, TCR CD3 inh 8, UHRF1 binding 3, proKLK7 act -0.1 and Tn6 DDE FP 3.

Next section:
CN(CCCC(=O)Nc1ccccc1)S(=O)(=O)c1ccc(Cl)cc1 was read as TDP2 inh -1, PRMT1 inh 4, DDE Tn7 FP inh -5, LEDGF integ inh -1, SIAE inh -2, MBD2 inh 2, TCR CD3 inh 5, UHRF1 binding -1, proKLK7 act -0.5 and Tn6 DDE FP -6.
Screening CCc1cccc2c(/C=N/NC(=O)c3cccc(S(=O)(=O)Nc4ccccc4Cl)c3)c[nH]c12 returned TDP2 inh 0, PRMT1 inh 2, DDE Tn7 FP inh 11, LEDGF integ inh -8, SIAE inh 36*, MBD2 inh 2, TCR CD3 inh -1, UHRF1 binding 3, proKLK7 act -0.1 and Tn6 DDE FP -3.
`CC1CCN(Cc2nnnn2CCCC(=O)NCCc2cnn(C)c2)CC1` gave TDP2 inh -1, PRMT1 inh -1, DDE Tn7 FP inh 0, LEDGF integ inh -3, SIAE inh -4, MBD2 inh 1, TCR CD3 inh -1, UHRF1 binding 0, proKLK7 act 0.0 and Tn6 DDE FP 3.
CC(C)C(=O)Nc1cc(-c2nc3ncccc3o2)ccc1Cl was read as TDP2 inh 16, PRMT1 inh 1, DDE Tn7 FP inh 0, LEDGF integ inh -1, SIAE inh 0, MBD2 inh -1, TCR CD3 inh -2, UHRF1 binding -3, proKLK7 act -0.8 and Tn6 DDE FP 2.
`COc1ccc2c(c1)c(=O)oc1c(C)c(OCC(=O)N3CCc4ccccc4C3)ccc12` gave TDP2 inh 2, PRMT1 inh 1, DDE Tn7 FP inh -5, LEDGF integ inh 4, SIAE inh 1, MBD2 inh 4, TCR CD3 inh 1, UHRF1 binding 7, proKLK7 act -3.1 and Tn6 DDE FP -16.
`CCN(C(=O)c1c(C)noc1C)c1c(N)n(Cc2ccccc2)c(=O)[nH]c1=O` gave TDP2 inh 3, PRMT1 inh -2, DDE Tn7 FP inh 3, LEDGF integ inh 1, SIAE inh -1, MBD2 inh 0, TCR CD3 inh 10, UHRF1 binding 0, proKLK7 act -0.5 and Tn6 DDE FP 5.
For O=C(NCCc1ccccc1)c1ccc(NCC2CCCO2)c([N+](=O)[O-])c1 (configuration not stated) the results were TDP2 inh -8, PRMT1 inh -4, DDE Tn7 FP inh -1, LEDGF integ inh 2, SIAE inh 0, MBD2 inh -3, TCR CD3 inh 7, UHRF1 binding -3, proKLK7 act -0.2 and Tn6 DDE FP -8.
CCCCNC(=O)C[C@@H]1C[C@@]2(C(=O)OC)CCCCC=C2N(Cc2cccc3ccccc23)C1=O was read as TDP2 inh 2, PRMT1 inh 6, DDE Tn7 FP inh 5, LEDGF integ inh -3, SIAE inh 0, MBD2 inh 11, TCR CD3 inh -6, UHRF1 binding 2, proKLK7 act -0.2 and Tn6 DDE FP -12.
Screening N#Cc1nc(-c2ccco2)oc1N1CCC(C(N)=O)CC1 returned TDP2 inh 5, PRMT1 inh 0, DDE Tn7 FP inh -4, LEDGF integ inh 0, SIAE inh -2, MBD2 inh -1, TCR CD3 inh 4, UHRF1 binding 0, proKLK7 act 1.3 and Tn6 DDE FP 0.
CN(N=Cc1ccc(N(C)C)cc1)C(=O)c1ccccc1N was read as TDP2 inh -3, PRMT1 inh 6, DDE Tn7 FP inh -4, LEDGF integ inh -1, SIAE inh 2, MBD2 inh 3, TCR CD3 inh -3, UHRF1 binding 1, proKLK7 act 0.5 and Tn6 DDE FP 0.
CC1CCCN(c2c3c(nc4ccccc24)CCCC3)C1 (configuration not stated) was read as TDP2 inh -2, PRMT1 inh 8, DDE Tn7 FP inh 1, LEDGF integ inh 7, SIAE inh 2, MBD2 inh 6, TCR CD3 inh -2, UHRF1 binding 2, proKLK7 act -0.7 and Tn6 DDE FP -7.
`O=C1CN(C(=O)COC(=O)c2cc(Cl)ccc2[N+](=O)[O-])c2ccccc2N1` gave TDP2 inh -2, PRMT1 inh 2, DDE Tn7 FP inh 0, LEDGF integ inh -4, SIAE inh 4, MBD2 inh -1, TCR CD3 inh -2, UHRF1 binding 1, proKLK7 act -0.4 and Tn6 DDE FP 3.
For COC(=O)[C@@]1(Cc2ccc(F)cc2)[C@H]2c3cc(C(=O)N(C)C)n(Cc4cc(F)cc5c4OCOC5)c3C[C@H]2CN1C(=O)c1ccccc1 the results were TDP2 inh 0, PRMT1 inh 1, DDE Tn7 FP inh -3, LEDGF integ inh -4, SIAE inh 2, MBD2 inh 0, TCR CD3 inh -7, UHRF1 binding -1, proKLK7 act 0.0 and Tn6 DDE FP -14.
For COc1ccc(NC(=O)Cn2cnc3c(oc4nc5c(cc43)COC(C)(C)C5)c2=O)cc1 the results were TDP2 inh 0, PRMT1 inh 1, DDE Tn7 FP inh 1, LEDGF integ inh -1, SIAE inh -3, MBD2 inh 7, TCR CD3 inh 2, UHRF1 binding 1, proKLK7 act 1.0 and Tn6 DDE FP 0.
Cc1nnc(SCC(=O)Nc2nc(C(C)(C)C)cs2)s1 was read as TDP2 inh -7, PRMT1 inh 6, DDE Tn7 FP inh 4, LEDGF integ inh 0, SIAE inh 6, MBD2 inh 6, TCR CD3 inh -17, UHRF1 binding 0, proKLK7 act -0.5 and Tn6 DDE FP -16.
O=C(/C(=C/c1ccncc1)n1ccnc1)c1ccc(Cl)cc1Cl was read as TDP2 inh -1, PRMT1 inh -1, DDE Tn7 FP inh 0, LEDGF integ inh 1, SIAE inh 5, MBD2 inh -3, TCR CD3 inh 2, UHRF1 binding -1, proKLK7 act 0.2 and Tn6 DDE FP 4.
For CCCC1(c2ccccc2)NC(=O)N(CC(=O)NCC2COc3ccccc3O2)C1=O (configuration not stated) the results were TDP2 inh -1, PRMT1 inh -3, DDE Tn7 FP inh 6, LEDGF integ inh -4, SIAE inh 0, MBD2 inh 4, TCR CD3 inh 4, UHRF1 binding 0, proKLK7 act -0.6 and Tn6 DDE FP 6.
C[C@H](CO)N1C[C@H](C)[C@H](CN(C)C(=O)c2ccccn2)Oc2cc(C#Cc3ccc(F)cc3)ccc2S1(=O)=O was read as TDP2 inh 2, PRMT1 inh 4, DDE Tn7 FP inh 3, LEDGF integ inh -1, SIAE inh 5, MBD2 inh 4, TCR CD3 inh -5, UHRF1 binding 18, proKLK7 act 0.3 and Tn6 DDE FP -6.
